MPTP block: mitochondrial permeability transition pore inhibitors, primary screen, biochemical, isolated mouse mitochondria, absorbance; inhibition, % at 10 µM; Ca2+ swelling absorbance, 30 min; 360,000 tested, 1.4% active;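 active = inhibition of 50% or more, scaled per plate between neutral and stimulator controls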;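 note: 0% = DMSO wells given calcium and 100% = 1 mM EGTA wells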
beta cell repl: inducers of MIN6 beta-cell proliferation, primary screen, ATP luminescence, uHTS; proliferation, % at 10 µM; AID 2380, 2010; MIN6 cells proliferation, ATPlite luminescence, 48 h; cells starved in 0.2% serum; 100% = growth in 10% serum; 330,000 tested, 0.29% active;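 active = compounds whose signal lies at least 3.5 SD above the mean of all wells on their plate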;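 note: 0% = DMSO-treated cells in low-serum medium and 100% = 10% serum control; some compounds called inactive have numbers as strong as hits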
hIAP activ: human IAP activators, primary screen, biochemical, luminescence, uHTS; 330,000 tested, 0.16% active; purified human IAP, CDP-Star luminescence, 30 min; stronger effect = higher value; 1 = vehicle-only enzyme, 0 = enzyme-free background; Intestinal-type alkaline phosphatase (Homo sapiens), P09923; activation factor at 10 µM; AID 2524, 2010;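 active = activation factor of the enzyme at least 2-fold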; note: the source names both 10 and 20 µM as test concentration; values of inactives mirror those of a sister screen read the other way
A3G deaminase: APOBEC3G DNA deaminase inhibitors, primary screen, biochemical, fluorescence, single-stranded DNA substrate, uHTS. 330,000 tested, 0.28% active. AID 493012, 2011. recombinant A3G, ssDNA deamination FAM/TAMRA fluorescence. inhibition, % at 20 µM;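 active = inhibition of at least 40% at 20 µM, with no more than 30% in the related APOBEC3A deaminase screen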;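 note: plate controls were DMSO wells with A3G for no effect and wells lacking A3G enzyme for full effect; some compounds called inactive have numbers as strong as hits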
Target sequence (Q9HC16 whole entry, looked up): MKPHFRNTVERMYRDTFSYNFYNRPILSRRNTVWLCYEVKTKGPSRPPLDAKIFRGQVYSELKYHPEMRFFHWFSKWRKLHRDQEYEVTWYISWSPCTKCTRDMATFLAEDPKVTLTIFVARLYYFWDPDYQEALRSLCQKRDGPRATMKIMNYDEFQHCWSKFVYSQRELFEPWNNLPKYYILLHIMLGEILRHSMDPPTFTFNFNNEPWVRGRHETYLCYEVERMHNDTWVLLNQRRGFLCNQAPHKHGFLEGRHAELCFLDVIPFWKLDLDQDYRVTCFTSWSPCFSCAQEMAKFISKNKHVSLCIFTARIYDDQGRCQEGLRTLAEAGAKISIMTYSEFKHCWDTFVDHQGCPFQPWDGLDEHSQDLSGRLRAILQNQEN
A3A deaminase: APOBEC3A ssDNA deaminase inhibitors, primary screen, selectivity assay for APOBEC3G inhibitor project, biochemical, FAM/TAMRA oligo cleavage fluorescence; DNA dC->dU-editing enzyme APOBEC-3A (Homo sapiens), P31941; recombinant A3A, FAM/TAMRA ssDNA deamination fluorescence; inhibition, % at 20 µM; 330,000 tested, 0.41% active;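 active = at least 40% inhibition at 20 µM here, with at most 30% in a related deaminase screen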;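 note: plate controls were A3A with DMSO for no effect and wells lacking A3A enzyme for full effect; some results filed as inactive read as strong as hits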
Target sequence (P31941 whole entry, looked up): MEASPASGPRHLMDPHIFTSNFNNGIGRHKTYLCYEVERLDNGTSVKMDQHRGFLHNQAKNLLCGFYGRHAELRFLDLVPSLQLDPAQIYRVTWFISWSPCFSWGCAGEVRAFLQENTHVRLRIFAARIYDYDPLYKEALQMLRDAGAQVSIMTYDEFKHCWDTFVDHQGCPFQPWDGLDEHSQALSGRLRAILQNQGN
hIAP block: human IAP inhibitors, primary screen, biochemical, luminescence, uHTS. Intestinal-type alkaline phosphatase (Homo sapiens), P09923. purified IAP, CDP-Star luminescence, 30 min. inhibition, % at 10 µM. 330,000 tested, 0.12% active. AID 2544, 2010;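 active = inhibition reaching a set limit with compound at 10 µM in the primary screen, cut at about 35% in these data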;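 note: plate controls were DMSO wells with enzyme for no effect and no-enzyme buffer wells for full effect; values of inactives mirror those of a sister screen read the other way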
mIAP inh: inhibitors of mouse IAP, primary screen, biochemical, luminescence, uHTS; intestinal alkaline phosphatase [Mus musculus]; purified mouse IAP, CDP-Star luminescence, 30 min; inhibition, % at 10 µM; 330,000 tested, 0.2% active; AID 2806, 2010;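 active = inhibition of at least 40% at 10 µM in the primary screen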;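 note: plate controls were DMSO with enzyme for no effect and no enzyme wells for full effect; values of inactives mirror those of a sister screen read the other way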
mIAP act: activators of mouse IAP, primary screen, biochemical, luminescence, uHTS; intestinal alkaline phosphatase [Mus musculus]; muIAP, CDP-Star luminescence, 30 min; stronger effect = higher value; 1 = vehicle-only enzyme signal, 0 = enzyme-free wells; activation factor at 10 µM; 330,000 tested, 0.24% active; AID 2805, 2010;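 active = activation factor of at least 2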; note: the source names both 10 and 20 µM as test concentration; values of inactives mirror those of a sister screen read the other way
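Assay system: mouse IAP enzyme; Reagent: CDP-Star chemiluminescent phosphatase substrate; Compound: DMSO-dissolved test compounds; Incubation: 30 min, room temperature; Technique: luminescence from enzymatic CDP-Star hydrolysis; Controls: DMSO-only wells and no-enzyme negative control.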
NR3A LBD binder: binders of NR3A ligand-binding domain, primary screen, biophysical, differential scanning fluorimetry, uHTS | Tm shift relative to glycine control, % at 25 µM | NR3A LBD differential scanning fluorimetry, Tm shift; 0% = protein alone, 100% = glycine-bound protein | 340,000 tested, 2.5% active;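 active = melting temperature shift of at least 10% of the positive control shift, at one fixed dose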
Starred values were filed as active, the others as inactive; . = no result given.

SMILES | MPTP block | beta cell repl | hIAP activ | A3G deaminase | A3A deaminase | hIAP block | mIAP inh | mIAP act | NR3A LBD binder
COc1ccc(CNC(=O)C(C)N2C(=O)NC(c3ccccc3)(c3ccccc3)C2=O)cc1 (stereo unspecified) | -1.8 | -4 | 1 | -3 | 1 | 0 | 1 | 0.99 | -1
CCn1c(C)c(C(C)=O)c(N2CCCCC2)nc1=S | -2.6 | 0 | 1.4 | -7 | -3 | -44 | 13 | 0.87 | 0
CCOc1ccc(C(C(=O)NC2CCCCC2)N(C(=O)Cc2cccs2)c2ccc(-n3cnnn3)c(OC)c2)cc1 (stereo unspecified) | -0.2 | -4 | 1 | 2 | -2 | -5 | -8 | 1.1 | -2
CN(C)C(=O)CN(C)S(=O)(=O)c1ccc(Cl)cc1 | -2.3 | -3 | 0.97 | -1 | 3 | 3 | 24 | 0.76 | -3
C/C(=N\NC(=O)Cc1ccc(Cl)cc1)c1cccnc1 | 0.7 | 0 | 1.1 | -3 | -1 | -7 | 3 | 0.97 | -2
CCOc1cc2c3c(c1)C1(C(=O)N3C(C)(C)CC2C)C(C#N)=C(N)N2C(=C1C#N)Nc1ccccc12 (stereo unspecified) | -2.5 | -4 | 1.1 | -6 | 2 | -6 | 16 | 0.84 | -5
CCN1C(=O)[C@H]2[C@@H](c3ccc(-c4ccc(Cl)c(Cl)c4)c(OC)c3)N[C@@](C)(C(=O)OC)[C@H]2C1=O | 0.3 | -8 | 1 | 1 | 3 | -4 | 5 | 0.95 | -4
COc1ccc(CNC(=O)COC(=O)CN2C(=O)COc3ccccc32)cc1 | -0.1 | -1 | 0.94 | -4 | -3 | 6 | 0 | 0.99 | -1
CCOC(=O)N1CCN(C(=O)c2ccc3nc(N4CCCCC4)sc3c2)CC1 | 15 | 1 | 0.89 | -6 | -17 | 11 | 11 | 0.89 | 0
Cn1c(-c2ccsc2)c(-c2cccs2)c2cc(-c3ccc4cc[nH]c4c3)ccc21 | -1.4 | -6 | 1.1 | -6 | -6 | -8 | -1 | 1 | 11*
Cc1ccc(-c2nc3ccccc3c(=O)n2NC(=S)N(C)C)cc1 | -7.0 | -2 | 1.1 | 14 | -4 | -7 | 4 | 0.96 | -1
O=C(Nc1ccc(C(=O)N2CCN(c3ccc(Cl)cc3)CC2)cc1)C1=CSCCO1 | 1.3 | -3 | 1.1 | -2 | -5 | -10 | 1 | 0.99 | -1
COc1ccccc1C(=O)NCCC(=O)N1CCN(C(C)=O)CC1 | 0.1 | -1 | 0.99 | -9 | -5 | 0 | -6 | 1.1 | 1
O=C(O)c1nn(CC(=O)N(C2CCCCC2)C2CCCCC2)c(=O)c2ccccc12 | -2.5 | 0 | 0.99 | -6 | -1 | 1 | -8 | 1.1 | -2
CC(NC(=S)NCCc1ccccc1)C(c1cccs1)N1CCN(Cc2ccccc2)CC1 (stereo unspecified) | 18 | -7 | 1.1 | 4 | 1 | -12 | -430 | 5.3* | -1
CCCCNC(=O)CSc1nc2ccsc2c(=O)n1C1CCN(C(=O)OCC)CC1 | -1.3 | 1 | 0.8 | -6 | -2 | 20 | 5 | 0.95 | -3
CCOC(=O)Cc1csc(NC(=O)/C=C/c2ccc(OC)cc2)n1 | 0.7 | -5 | 0.84 | 0 | 1 | 16 | 17 | 0.83 | -1
O=C(/C(=C/O)N=Nc1ccccc1)c1ccncc1 | -0.7 | 3 | 1 | -4 | -4 | -3 | 6 | 0.94 | 6
O=C(c1ccc([N+](=O)[O-])cc1)N1CCSC1c1ccccc1 (stereo unspecified) | -0.2 | -3 | 0.97 | 4 | 2 | 3 | -1 | 1 | -1
O=C(CN(Cc1cccs1)C(=O)CNS(=O)(=O)c1ccc(F)cc1)NCc1ccco1 | 0.9 | 0 | 0.99 | -3 | -1 | 1 | 1 | 0.99 | -1
C/C=C/C=C/C(=O)N1CC[C@]23c4ccccc4N[C@H]4N(C)c5cccc6c5[C@]42CCN([C@H]6C2OC2(C)C)[C@H]13 (stereo partly specified) | -1.5 | -6 | 0.94 | 2 | 2 | 6 | 2 | 0.97 | -3
CN(CCOc1ccccc1)C(=O)CCc1c[nH]c2ccccc12 | 0.4 | -2 | 1.2 | -5 | -1 | -20 | -3 | 1 | -1
O=C(CC(O)(C(F)(F)F)C(F)(F)F)Nc1ccc(Cl)c(Cl)c1 | 85* | -6 | 1.1 | -7 | -1 | -6 | -5 | 1 | 7
O=C(NC1CCS(=O)(=O)C1)c1cccc(S(=O)(=O)N2CCCCCC2)c1 (stereo unspecified) | -0.1 | 5 | 0.87 | -7 | -1 | 13 | -14 | 1.1 | -1
CC(C)N(C(=O)CSc1nnc(NC(=O)Cc2cccs2)s1)C(C)C | -1.2 | -3 | 1.2 | 10 | 0 | -25 | 0 | 1 | 1

As a short view, part of the list above:
SMILES | MPTP block | beta cell repl | hIAP activ | A3G deaminase | A3A deaminase | hIAP block | mIAP inh | mIAP act | NR3A LBD binder
CCCCNC(=O)CSc1nc2ccsc2c(=O)n1C1CCN(C(=O)OCC)CC1 | -1.3 | 1 | 0.8 | -6 | -2 | 20 | 5 | 0.95 | -3
CCOC(=O)Cc1csc(NC(=O)/C=C/c2ccc(OC)cc2)n1 | 0.7 | -5 | 0.84 | 0 | 1 | 16 | 17 | 0.83 | -1
O=C(/C(=C/O)N=Nc1ccccc1)c1ccncc1 | -0.7 | 3 | 1 | -4 | -4 | -3 | 6 | 0.94 | 6
O=C(c1ccc([N+](=O)[O-])cc1)N1CCSC1c1ccccc1 (stereo unspecified) | -0.2 | -3 | 0.97 | 4 | 2 | 3 | -1 | 1 | -1
O=C(CN(Cc1cccs1)C(=O)CNS(=O)(=O)c1ccc(F)cc1)NCc1ccco1 | 0.9 | 0 | 0.99 | -3 | -1 | 1 | 1 | 0.99 | -1
C/C=C/C=C/C(=O)N1CC[C@]23c4ccccc4N[C@H]4N(C)c5cccc6c5[C@]42CCN([C@H]6C2OC2(C)C)[C@H]13 (stereo partly specified) | -1.5 | -6 | 0.94 | 2 | 2 | 6 | 2 | 0.97 | -3
CN(CCOc1ccccc1)C(=O)CCc1c[nH]c2ccccc12 | 0.4 | -2 | 1.2 | -5 | -1 | -20 | -3 | 1 | -1
O=C(CC(O)(C(F)(F)F)C(F)(F)F)Nc1ccc(Cl)c(Cl)c1 | 85* | -6 | 1.1 | -7 | -1 | -6 | -5 | 1 | 7
O=C(NC1CCS(=O)(=O)C1)c1cccc(S(=O)(=O)N2CCCCCC2)c1 (stereo unspecified) | -0.1 | 5 | 0.87 | -7 | -1 | 13 | -14 | 1.1 | -1
CC(C)N(C(=O)CSc1nnc(NC(=O)Cc2cccs2)s1)C(C)C | -1.2 | -3 | 1.2 | 10 | 0 | -25 | 0 | 1 | 1

Further structures follow:
SMILES | MPTP block | beta cell repl | hIAP activ | A3G deaminase | A3A deaminase | hIAP block | mIAP inh | mIAP act | NR3A LBD binder
CCOC(=O)c1c(NC(=O)CSc2ncn[nH]2)sc(C(=O)N(C)C)c1C | -1.6 | -3 | 1.2 | -8 | -4 | -21 | 0 | 0.99 | 0
Nc1nnc(SCC(=O)NNC(=O)c2ccc(F)cc2)s1 | -0.8 | 0 | 0.9 | -3 | -3 | 10 | 12 | 0.88 | -1
CCOC(=O)C1CCCN(S(=O)(=O)c2cc3c(cc2Cl)NC(=O)CO3)C1 (stereo unspecified) | -1.1 | 0 | 1 | 6 | 5 | 0 | 8 | 0.92 | -2
O=C(NCCS(=O)(=O)N1CCN(c2ccccc2)CC1)c1cccc(F)c1 | -0.3 | -2 | 1.1 | 3 | 3 | -12 | -10 | 1.1 | .
O=C(OCC(=O)N1CCN(C(=O)c2ccco2)CC1)c1ccccc1NCCO | -1.6 | 1 | 1.1 | 2 | 18 | -10 | -9 | 1.1 | -2
CCOC(=O)C1=CN(Cc2ccco2)S(=O)(=O)N(C)C1c1ccccc1 (stereo unspecified) | -1.8 | . | . | 1 | 3 | . | -3 | 1 | 5
CC(C)c1ccc(NC(=O)C2CCCCC2C(=O)O)cc1 (stereo unspecified) | -0.3 | -4 | 0.83 | -5 | -4 | 17 | 1 | 0.99 | -1
C=CCNc1nc(C(=O)OCC(=O)c2ccc(F)cc2)cs1 | 1.1 | -2 | 0.94 | -5 | 3 | 6 | 6 | 0.94 | 1
CCN(CC)CCN1C(=O)c2ccccc2NC1c1cc(OC)c(OC)c(OC)c1 (stereo unspecified) | -0.3 | -4 | 0.94 | 2 | 0 | 6 | 0 | 1 | -3
Cc1c(C(=O)N2CCC(Cc3ccccc3)CC2)sc2ncnc(N3CCC(C)CC3)c12 | 8.0 | -6 | 1 | -5 | -4 | 0 | 1 | 0.99 | 0
Cc1ccc(S(=O)(=O)N2CCOCC2)cc1NC(=O)COC(=O)c1cc(=O)c2ccccc2o1 | -0.6 | 0 | 0.91 | -12 | -1 | 9 | -3 | 1 | 1
CCN(CC)CCN1C(=O)C(=O)/C(=C(/O)c2ccccc2)C1c1ccccc1F (stereo unspecified) | -1.2 | -2 | 1.1 | -6 | -18 | -11 | 1 | 0.99 | -1
CCn1ccnc1CNC(=O)c1ccc2oc(CCCc3ccccc3)nc2c1 | -0.9 | -1 | 1.3 | -10 | 2 | -31 | -4 | 1 | -1
CCc1ccc(NC(=S)NCc2cccnc2)cc1 | 2.4 | -1 | 0.94 | -3 | -5 | 6 | -8 | 1.1 | -1
CC(C)(CO)NCc1ccccc1OCC(=O)Nc1ccccc1 | 0.1 | 0 | 1.2 | -1 | -1 | -25 | 1 | 0.99 | 4
CN(C)CCNc1ncnc2ccccc12 | 1.6 | -3 | 1 | -4 | -3 | 0 | 12 | 0.88 | 1
CCCn1c(=N)c(S(=O)(=O)c2ccccc2)cc2c(=O)n3cccc(C)c3nc21 | 0.4 | 1 | 0.85 | -5 | -2 | 15 | 11 | 0.89 | -11
O=C(Nc1cccc(C(=O)NC2CC2)c1)c1ccc(F)c(S(=O)(=O)N2CCOCC2)c1 | -1.2 | -2 | 1.1 | -6 | 3 | -8 | -1 | 1 | 4
O=C(CCSCCc1ccccn1)Nc1cccc([N+](=O)[O-])c1 | 1.8 | 1 | 1.1 | -5 | 2 | -8 | -3 | 1 | -2
Cc1ccc(/C=N/Nc2nc(C(C)(C)C)cs2)o1 | 1.9 | -4 | 1.2 | -6 | 0 | -21 | 1 | 0.99 | -2
CCOC(=O)C1CCCCN1Cc1ccc(F)cc1 (stereo unspecified) | 1.0 | 2 | 1 | -2 | -5 | -1 | -9 | 1.1 | 2
Cc1ccc(NC(=O)C2CC(=O)N(Cc3ccccc3)C2)nc1 (stereo unspecified) | -0.3 | 1 | 1.2 | -4 | 5 | -18 | -3 | 1 | -1
